From PubChem BioAssay
DYRK1A inh = Dyrk1A (rat) kinase inhibition; Q63470; inhibition, % at 12.5 µM; 310,000 tested, 0.43% active; ADP-Glo luminescence, NFATc1 peptide; in the data active = inhibition above about 50%;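 note: plate controls were vehicle with enzyme for no effect and no enzyme for full effect; many of its hits are not listed in these tables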
Platelet DG rel = modulates dense granule release in human platelets. human platelet-rich plasma, SFLLRN dense granule ATP release, luminescence. inhibition, %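 (compounds screened at 7.5 µM in platelet-rich plasma)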. 300,000 tested, 0.22% active. AID 1663;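 active = mean replicate score, as percent of positive control, at or above 50; inconclusive = mean below 50 but at least one replicate at or above 50; inactive = mean and every replicate below 50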
HSP90 refold inh = blocks HSP90-mediated luciferase refolding in reticulocyte lysate | Rabbit reticulocyte lysate, luciferase refolding luminescence, 3 h | inhibition, % at 5.6 µM | 290,000 tested, 0.91% active;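 active = inhibition above the screen-wide mean plus 3 SD, computed separately per campaign, cut at about 16% in these data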;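 note: 0% = DMSO wells and 100% = 60 µM geldanamycin wells; inhibitors lower the luminescence because luciferase stays unfolded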
GSK3B inh = human GSK3beta kinase inhibition | P49841 | GST-GSK3beta kinase, ADP-Glo luminescence, 60 min; active compounds read low | activity score (negative = inhibition), % at 10 µM | 300,000 tested, 0.038% active;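 active = more than half of replicate wells score below -50%, meaning over 50% inhibition versus plate controls; inconclusive = some replicates but at most half score below -50%; inactive = no replicate scores below -50%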;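 note: 0% = median DMSO wells and -100% = median GW8510 positive control wells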
Target sequence (P49841 whole entry, looked up): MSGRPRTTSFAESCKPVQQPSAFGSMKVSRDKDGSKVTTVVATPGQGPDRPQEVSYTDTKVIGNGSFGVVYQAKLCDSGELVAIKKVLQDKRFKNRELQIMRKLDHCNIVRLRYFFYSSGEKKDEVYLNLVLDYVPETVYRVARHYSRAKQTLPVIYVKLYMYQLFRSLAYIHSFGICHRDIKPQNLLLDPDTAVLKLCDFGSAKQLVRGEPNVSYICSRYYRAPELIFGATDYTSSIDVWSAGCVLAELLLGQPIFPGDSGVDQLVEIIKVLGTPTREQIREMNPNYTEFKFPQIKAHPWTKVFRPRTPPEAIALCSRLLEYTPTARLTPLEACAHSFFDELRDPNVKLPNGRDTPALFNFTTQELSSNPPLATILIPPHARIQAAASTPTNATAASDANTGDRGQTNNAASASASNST
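Test system: GST-tagged human GSK3beta kinase, cell-free; evaluation: activity score scaled between in-plate DMSO and GW8510 controls; measured by: ADP-Glo luminescence; incubation: 60 min reaction, RT; benchmarks: DMSO and 20 µM GW8510; reagent: peptide substrate plus 25 µM ATP (final); medium: Tris/MgCl2 kinase buffer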
IEC-6 tox = kills IEC-6 intestinal cells in KLF5 counter-screen. IEC-6 cytotoxicity, luminescence viability. inhibition, % at 5 µM. 290,000 tested, 0.78% active. AID 1825; in the data active = inhibition above about 22%;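 note: 0% = plate median of test compound wells and 100% = cytotoxic reference compound wells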
KLF5 inh = inhibitors of KLF5 expression. DLD-1 KLF5 promoter-luciferase reporter, luminescence. inhibition, % at 5 µM. 290,000 tested, 0.23% active. AID 1700;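 active = inhibition above a per-plate limit of that plate's mean compound inhibition plus 3 SD, cut at about 60% in these data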;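 note: 0% = DMSO wells and 100% = LY294002 at 200 µM; higher means less KLF5 promoter-driven luciferase light; inactives centre near -14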
HSF1 inh = HSF1 inhibition | NIH3T3-HGL HSE-luciferase, MG132-induced, luminescence 8 h; active compounds read low | activity change, negative = inhibition, % at 7.5 µM (by protocol) | 300,000 tested, 0.77% active;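 active = more than half of replicate wells show activity change below -50%, luminescence cut by over half; inconclusive = some wells, but at most half, below -50%; inactive = no replicate well below -50%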;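 note: luciferase reports HSF-1 transcriptional activity via heat shock element; 0% = median of DMSO wells and -100% = zero luminescence signal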
aSyn 5UTR inh = MLPCN primary screen, SNCA 5' untranslated region; alpha-synuclein 5'UTR reporter, inhibitor activity; inhibition, % (tested at 7.5 µM); 300,000 tested, 0.82% active; in the data active = inhibition above about 60%; inconclusive = no clear call, values can overlap the other calls;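 note: H4 neuroglioblastoma cells stably carrying SNCA 5'UTR luciferase fusion; 0% = DMSO wells and 100% = positive control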
HSF1 activator = increases HSF-1 driven luciferase reporter signal | NIH3T3-HGL HSF-1 luciferase reporter, MG132, 8 h; 100% = twice DMSO control signal | activation, % at 9 µM | 300,000 tested, 1.7% active | AID 504408;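 active = mean replicate activation of at least 50% with a set share of replicates each reaching 50%; inconclusive = only one of those two conditions met; inactive = mean below 50% and too few replicates reaching it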;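 note: 0% = median of the neutral control wells and 100% = twice that signal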
GSK3 alpha inh = inhibitors of human GSK-3 alpha kinase | P49840 | ADP-Glo luminescence, 60 min | inhibition, % at 10 µM | 320,000 tested, 0.1% active;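 in the data active = inhibition above about 50%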;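 note: GST-tagged GSK-3 alpha with peptide substrate and 25 µM ATP; 0% = DMSO neutral wells and 100% = GW8510 positive control wells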
Target sequence (P49840 whole entry, looked up): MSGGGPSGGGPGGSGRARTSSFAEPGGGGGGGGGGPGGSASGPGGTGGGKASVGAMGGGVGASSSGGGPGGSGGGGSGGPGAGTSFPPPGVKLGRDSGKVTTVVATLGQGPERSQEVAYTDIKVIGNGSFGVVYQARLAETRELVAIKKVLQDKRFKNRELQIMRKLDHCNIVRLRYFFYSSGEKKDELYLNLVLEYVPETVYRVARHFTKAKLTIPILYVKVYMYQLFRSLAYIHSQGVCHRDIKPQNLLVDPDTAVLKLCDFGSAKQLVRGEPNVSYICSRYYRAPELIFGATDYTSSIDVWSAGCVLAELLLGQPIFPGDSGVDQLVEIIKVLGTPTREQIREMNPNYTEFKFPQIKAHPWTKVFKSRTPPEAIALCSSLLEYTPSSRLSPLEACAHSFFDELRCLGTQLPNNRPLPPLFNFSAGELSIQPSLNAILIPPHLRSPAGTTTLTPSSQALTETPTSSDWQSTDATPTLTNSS
An asterisk follows results filed as active; ? = inconclusive; / = no result given.

SMILES	DYRK1A inh	Platelet DG rel	HSP90 refold inh	GSK3B inh	IEC-6 tox	KLF5 inh	HSF1 inh	aSyn 5UTR inh	HSF1 activator	GSK3 alpha inh
CCCCNC1=CC(=O)C(=O)c2ccccc21	32	7	24*	0	14	-12	2	40	26	1
CCOCCOC(=O)C1=C(C)N(C)C(=O)NC1c1ccccc1Cl (stereo not drawn)	-5	-2	-4	1	-7	-28	-5	18	-21	/
C=CCSC1=NC(=O)/C(=C/c2cccs2)S1	76*	/	0	/	6	-6	/	/	/	9
O=C(O)c1cc(S(=O)(=O)Nc2ccc3c(c2)OCCO3)c(Cl)cc1Cl	13	3	3	2	-4	-37	-69*	-82	-71	-4
O=C(Nc1ccccc1N1CCCCC1)c1ccc(-c2cccc(Cl)c2)o1	-1	-12	-1	-23	-1	-27	-1	2	-8	1
COc1cc(C(=O)NNC(=O)c2ccc(S(=O)(=O)N3CCCCC3)cc2)cc(OC)c1OC	-7	-1	4	0	-1	-6	-6	-10	0	0
O=C(c1ccc(Br)o1)N(c1ccccn1)C1CCCCC1	-4	-21	1	1	2	-28	-2	13	-19	-3
COc1ccc(N(C(=O)c2cc3ccccc3oc2=O)C2C=CS(=O)(=O)C2)c(OC)c1 (stereo not drawn)	12	-1	3	0	0	-19	-3	-16	12	-3
O=c1cc(CN2CCN(S(=O)(=O)c3ccc4c(c3)OCCO4)CC2)c2ccc(O)cc2o1	-6	6	3	-2	2	-7	-4	15	-16	0
Cc1noc(C)c1CSCC(=O)Oc1ccc(N(C)S(=O)(=O)c2ccc(Cl)cc2)cc1	9	1	/	-1	/	/	-2	11	2	2
Cc1ccc(C(=O)OCC(=O)NCCC2=CCCCC2)cc1N	/	-13	-5	-1	0	-23	-8	14	2	16
Fc1ccc(CSc2nnc(-c3ccncc3)o2)cc1	3	-3	-4	-54*	4	7	-23	-32	-20	13
O=C(COC(=O)Cn1cnc2ccccc21)NCCc1ccc(Cl)cc1	-2	5	-4	1	3	-23	-6	15	3	-1
Cc1ccc(C(=O)COC(=O)CCN2C(=O)C3C4C=CC(C5CC45)C3C2=O)cc1 (stereo not drawn)	-3	1	-2	0	-11	0	-3	6	-5	3
COc1cc(S(=O)(=O)N2CCCCC2)c(OC)cc1Br	9	0	-5	2	-4	-7	8	-26	1	1
CCSc1nc(O)cc(=O)[nH]1	1	1	-2	4	-2	-23	-2	0	7	0
Cc1ccc(Cl)cc1N(CC(=O)N1CCCCCC1)S(C)(=O)=O	-1	-6	1	1	4	-5	3	0	-14	0
O=C(O)C12CC3CC(C1)CC(n1ncc(NCc4ccccc4)c(Cl)c1=O)(C3)C2	-7	-3	-3	-4	-8	-25	0	-25	7	-2
Cn1c(=O)cc(SCC(=O)N2CCCC2)c2cc(Cl)ccc21	3	-4	0	0	-5	-23	-2	23	1	1
CCCC(C(=O)NC(C)(C)C)N(Cc1ccc(F)cc1)C(=O)c1snc(C(N)=O)c1N (stereo not drawn)	10	-5	1	-2	-2	-35	6	-16	-3	1
O=C(O)CN1C(=O)/C(=C\C(Br)=C\c2ccccc2)SC1=S	-2	8	-2	2	-12	-76	22	-13	30	-4
CCN(C(=O)COC(=O)CSc1ccccc1)c1c(N)n(Cc2ccccc2)c(=O)[nH]c1=O	-3	-20	/	-1	/	/	-2	-2	-2	1
CCCc1nnc(NS(=O)(=O)c2ccc(OC)cc2)s1	3	3	3	4	7	14	3	21	-7	-6
CCOc1ccc(C(=O)n2cnnc2N)cc1	7	17	1	-3	-2	-22	-2	-6	-4	1
Cc1cc(O)c(N=Cc2cc3c(cc2[N+](=O)[O-])OCO3)cc1C	-5	14	/	-3	/	/	-15	-35	-31	-4
Cc1nc2cc(S(=O)(=O)C(F)(F)F)ccc2s1	4	1	5	-3	-3	-2	4	-4	4	0
O=C(Nc1ccc(Cl)cn1)c1cccc(S(=O)(=O)N2CCOCC2)c1	30	-4	-1	2	2	-11	0	-9	13	0
COc1cccc(OCc2nc(-c3cccc([N+](=O)[O-])c3)no2)c1	1	-1	2	3	11	3	10	-5	3	4
COc1cc(/C=C(\NC(=O)c2ccccc2)C(=O)Nc2nccs2)ccc1OC(C)=O	-2	-1	-3	2	-2	-26	2	-14	40	-2
O=C(COc1ccc(F)cc1)Nc1cc(Cl)ccc1-n1cncn1	10	-6	/	0	/	/	?	-9	-61	-1
Cc1c(CC(=O)O)c(=O)oc2cc(OCc3ccc(Br)cc3)ccc12	-3	3	17*	0	4	-19	-5	-27	8	-2
CN1CCN(CCc2nc3cc(NC(=O)COc4ccc([N+](=O)[O-])cc4)ccc3n2C)CC1	-3	8	-3	-2	0	-15	-4	12	5	-4
O=C1COc2ccc(C(=O)COC(=O)CNC(=O)c3ccccc3)cc2N1	0	2	7	-2	2	-4	-9	-16	-2	8
COc1ccc(-n2c(SCc3cccnc3)nc3c(c2=O)SCC3)cc1OC	5	6	-1	0	-1	-16	-14	5	-13	/
CS(=O)(=O)N1CCN(c2ccccc2NC(=O)Nc2cccc(Cl)c2)CC1	10	3	-7	4	-4	-3	6	-5	-1	-1
O=C(OCC(=O)N1CCN(c2ccccc2)CC1)c1ccco1	-6	-4	0	-3	-6	11	5	15	18	/
CCC12CN(C(=O)c3ccc(OC)cc3)CC(CC)(CN(C(=O)c3ccc(OC)cc3)C1)C2=O	4	10	4	-1	0	-25	-9	-33	-12	-2
CC(C)C(=O)NC(=S)Nc1ccc(S(=O)(=O)N(C)Cc2ccccc2)cc1	-3	/	1	1	-3	-6	/	/	/	-4
COc1cc(/C=C/C(=O)Nc2cccnc2)cc(OC)c1OC	9	2	-1	2	7	-21	2	-22	16	-1
Cc1cc2ccccc2cc1CN1CCCCC1	/	0	0	-1	3	-21	-1	-11	-4	-1
C/C(=N\O)C(C)(C)NC(=O)Nc1ccc(Cl)cc1	8	-19	3	0	-4	-35	-1	-54	1	-2
CCN(CC)S(=O)(=O)c1ccc2c(c1)nc(SC(C)C(=O)NCC1CCCO1)n2CC (stereo not drawn)	3	3	-1	-8	6	11	-4	-2	4	-3
O=S(=O)(NCC(c1cccnc1)N1CCc2ccccc2C1)c1ccccc1 (stereo not drawn)	1	3	-1	-1	0	-23	-2	14	-1	1
Cc1ccc(NS(=O)(=O)c2cccc(C(=O)N/N=C/c3ccc4c(c3)OCCO4)c2)c(C)c1	-9	-4	-2	1	-1	25	3	18	12	2
Cc1ccc(N2CC(C(=O)N3CCN(C(=O)c4ccco4)CC3)CC2=O)cc1 (stereo not drawn)	-1	-5	-2	0	-1	-24	-5	-24	-22	5
C/C(CC(=O)Nc1ccc(Cl)cc1Cl)=N\NC(=O)c1cnccn1	/	8	-3	-2	-3	-68	12	15	23	1
Cc1cccc(N2CCN(C(c3cccs3)c3nnnn3C(C)(C)C)CC2)c1C (stereo not drawn)	-4	0	-2	1	0	-30	9	-5	18	-2
O=C1CSC(c2cccc(O)c2)N1Cc1ccccc1 (stereo not drawn)	-4	5	3	3	9	-6	-2	9	4	-1
COc1cc(NC(=O)C2CCCN2C(=O)C2CCC(C)CC2)cc(OC)c1OC (stereo not drawn)	13	-1	-2	-2	-2	-24	-6	5	-5	-5
CC(=O)NNC(=S)NC(=O)c1ccc(C)cc1	-7	3	0	2	0	-37	-2	-32	15	0
Cc1[nH]c2ccccc2c1CCN(Cc1cccnc1)C(=S)Nc1cccc(F)c1	-3	1	1	-1	2	-7	3	17	11	1
CCCCOc1ccc(-c2ncc(C(=O)O)c(C)n2)cc1	5	-15	38*	1	-4	-150	-15	-123	-30	-2
Oc1ccc(Cl)cc1C(C#Cc1ccccc1)N1CCOCC1 (stereo not drawn)	5	1	0	-2	6	1	7	-10	41	-11
Cc1ccc(CNc2ccc(O)cc2)cc1	1	5	1	-2	0	16	3	1	6	/
Cc1c(C(=O)O)c(-c2ccccc2)nn1-c1ccccc1	-4	8	-2	2	6	3	0	25	-14	-2
CCOC(=O)C1CCCN(CC(=O)Nc2nc(-c3ccccc3)cs2)C1 (stereo not drawn)	-1	-2	-1	0	2	-22	8	2	-5	0
COc1ccnc(N2CCN(c3ccccc3)CC2)c1C#N	/	-3	-2	3	-1	-14	6	-80	7	-3
CCn1c(Cc2ccccc2)nnc1SCC(=O)Nc1ccccc1F	-5	-5	-3	2	-7	-6	5	-17	9	-1
COc1cc(NC(=O)C2CCCN(c3ncnc4c3nc3n4CCCCC3)C2)cc(OC)c1OC (stereo not drawn)	-2	1	-5	0	2	-20	-24	-23	-11	-1
COc1ccccc1CC(=O)NNC(=O)c1cccs1	-3	6	0	6	0	7	-8	-24	1	0

(continued)
SMILES	DYRK1A inh	Platelet DG rel	HSP90 refold inh	GSK3B inh	IEC-6 tox	KLF5 inh	HSF1 inh	aSyn 5UTR inh	HSF1 activator	GSK3 alpha inh
Cc1cc(CNC(=O)C(C)Cc2ccccc2)nn1C (stereo not drawn)	-7	-2	2	-1	2	-2	-4	-18	0	/
COc1ccc(C(=O)N2CCN(Cc3ccccc3[N+](=O)[O-])CC2)cc1	/	20	10	0	6	-35	-4	16	14	3
COc1ccc(S(=O)(=O)N2CCCC2)c2ccccc12	-6	-1	0	0	1	-28	-4	9	-3	-2
O=[N+]([O-])c1ccccc1S(=O)(=O)N(CC1CO1)c1ccccc1 (stereo not drawn)	3	-14	-6	-4	5	-18	-6	-11	-2	3
CSc1ccccc1C(=O)Nc1ccc2c(c1)OCCO2	3	8	-1	0	-1	-45	3	-65	11	-2
Cc1ccc(C)c(OCc2nnc(NC(=O)c3ccco3)s2)c1	-10	-3	-2	0	9	0	-3	6	0	0
CCCCNC(=O)CCn1c(=O)c2cccn2c2ccc(F)cc21	-5	-2	-1	1	2	-22	4	-2	1	-1
COC(=O)c1ccc(C(=O)OC)c(NC(=O)CN(C)Cc2ccc(Cl)c(Cl)c2)c1	5	-5	2	-1	-8	-39	-1	-1	-2	0
O=C(NCC(c1ccco1)N1CCN(c2ccccc2F)CC1)c1ccco1 (stereo not drawn)	-4	2	/	0	/	/	-1	-5	-4	0
CCn1c(Cc2ccc(OC)cc2)nnc1SCC(=O)NC1CCCCC1	1	0	-1	-2	5	-33	4	-14	-2	-5
O=C(CSc1nccn1-c1cccc(Cl)c1)Nc1ccc2c(c1)OCCO2	4	1	-2	0	-7	-16	-5	-5	2	-1
CC(=O)c1ccc(S(=O)(=O)N2CCN(C(=O)CSc3ccc(F)cc3)CC2)cc1	-3	-1	24*	1	5	10	4	-13	23	0
O=C(CCCc1ccccc1)NCc1ccc(Cl)cc1	-3	-2	0	2	6	-18	-8	7	37	-3
CCNc1ccc(C(=O)OCC(=O)NC(=O)NCC(C)C)cc1[N+](=O)[O-]	-4	-6	2	3	-3	-6	-10	16	-3	-1

Some of the compounds tested; rates above refer to the full screens.
